# Bioassay records (PubChem BioAssay)
# TDP43 rescue = inhibitors of TDP-43 toxicity in yeast | AID 652104 | 410,000 tested, 1.8% active | TDP-43 expressing yeast growth rescue, BacTiter-Glo, 24 h | Potency, µM (top dose mostly 46.1 µM), without a hit: top-dose growth rescue (activation), usual class: activators; note: potency is the fitted concentration of half-maximal effect; % of control where 0% means no effect; nearly all actives have a fitted effect of over 50% in size
#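 Yeast cells expressing TDP-43 under galactose induction are exposed to compounds for 24 hr at 30 deg C. BacTiter-Glo luminescence measures growth, so protective compounds score as activators.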
# GLP-1R inv ag = inverse agonists of human GLP-1 receptor; P43220; HEK293 GLP-1R CRE-luciferase, luminescence, 24 h; GLP-1R form is constitutively active; Potency, µM (highest dose often 38.3 µM), inactives show top-dose activity change, negative = inhibition, usual class: inhibitors; 410,000 tested, 1.6% active; AID 624417; note: potency is the fitted concentration of half-maximal effect; % is set by controls: 0 for no effect and ±100 for the full control effect; nearly all actives have a fitted effect of over 55% in size
#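 Readout was luciferase luminescence, measured 12 min after detection reagent at room temperature. Beforehand, GLP-1R reporter HEK293 cells had sat 12 h, then received compounds for 24 hr at 37 deg C.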
# KB-V1 cytotox = kills drug-selected multidrug resistant KB-V1 cells; 400,000 tested, 3.4% active; KB-V1 MDR cells viability, CellTiter-Glo, 72 h; Potency, µM (top dose mostly 46.1 µM), inactives show at the highest dose activity change, negative = cytotoxicity, actives largely listed as cytotoxic; note: potency is the fitted concentration of half-maximal effect; % is set by controls: 0 for no effect and ±100 for the full control effect; nearly all actives have a fitted effect of over 60% in size
#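 Following 72 h at 37 degrees C with compound, KB-V1 cell viability was read by CellTiter-Glo luminescence, medium being phenol-red-free DMEM plus 10% FBS; concentration-response parameters came from normalized, curve-fitted qHTS data.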
# D3 antag = D3 dopamine receptor (human) antagonism | D3R cells, DiscoveRx beta-arrestin luminescence, antagonist mode; active compounds read low | P35462 | AID 652054 | max response, negative = inhibition, % | 360,000 tested, 2.5% active; in the data active = max response below about -50%; inconclusive = no clear call, values can overlap the other calls; note: % is set by controls: 0 for no effect and ±100 for the full control effect; mostly tested at two doses, the higher about 12 µM
# Target sequence (P35462 whole entry, looked up): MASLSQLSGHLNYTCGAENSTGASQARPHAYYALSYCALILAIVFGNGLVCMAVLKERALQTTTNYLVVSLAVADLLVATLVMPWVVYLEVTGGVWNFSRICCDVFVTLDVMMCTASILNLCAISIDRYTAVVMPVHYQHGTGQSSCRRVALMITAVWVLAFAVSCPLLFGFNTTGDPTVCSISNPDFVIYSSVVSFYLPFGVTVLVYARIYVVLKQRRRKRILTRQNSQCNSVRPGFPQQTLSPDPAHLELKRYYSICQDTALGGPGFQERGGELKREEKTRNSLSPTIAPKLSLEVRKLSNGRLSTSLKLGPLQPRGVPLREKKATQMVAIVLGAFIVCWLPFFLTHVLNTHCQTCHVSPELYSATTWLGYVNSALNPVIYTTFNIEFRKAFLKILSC
#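 Cells expressing the human receptor were seeded at 1500 cells/well, incubated overnight at 37 degrees C in 5% CO2, then exposed to library compounds with dopamine controls for 90 minutes at 37 degrees C before luminescent detection.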
# PTHR1 agonist = PTHR1 (human) receptor agonism | AID 743266 | Potency, µM (highest dose often 115 µM), inactives show at the highest dose activation, hits mostly activators | HEK293 GP2 PTHR1 cells, GloSensor cAMP luminescence, 1 h | 410,000 tested, 0.075% active; note: potency is the fitted concentration of half-maximal effect; nearly all actives have a fitted effect of over 55% in size; some results filed as inactive show a strong effect at the top dose; inactives centre near -15; many of its hits are not listed in these tables
# Target sequence (Q03431 whole entry, looked up): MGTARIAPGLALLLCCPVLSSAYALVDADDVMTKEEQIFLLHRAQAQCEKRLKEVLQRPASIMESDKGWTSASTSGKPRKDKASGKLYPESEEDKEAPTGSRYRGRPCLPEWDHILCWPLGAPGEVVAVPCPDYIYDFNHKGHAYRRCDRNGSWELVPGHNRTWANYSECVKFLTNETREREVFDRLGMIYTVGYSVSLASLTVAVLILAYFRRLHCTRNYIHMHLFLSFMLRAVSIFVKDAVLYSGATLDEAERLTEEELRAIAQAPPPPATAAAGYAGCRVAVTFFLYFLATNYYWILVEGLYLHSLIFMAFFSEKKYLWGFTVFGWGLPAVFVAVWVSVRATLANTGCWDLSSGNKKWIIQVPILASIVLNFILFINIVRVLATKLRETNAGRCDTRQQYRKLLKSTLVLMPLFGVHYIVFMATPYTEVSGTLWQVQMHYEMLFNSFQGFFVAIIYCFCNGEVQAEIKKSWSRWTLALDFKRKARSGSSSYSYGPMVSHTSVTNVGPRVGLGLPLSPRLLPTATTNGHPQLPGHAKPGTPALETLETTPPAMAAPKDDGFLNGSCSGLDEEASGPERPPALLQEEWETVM
#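 HEK-293-derived GP2 cells expressing PTHR1 and a GloSensor cAMP reporter, 3,000/well, plated overnight, given luciferin plus IBMX (each 0.5 mM as added) for 1 h at 37 °C, then compound for 1 h at 37 °C. Luminescence was read after 15 min at room temperature.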
# GLP1R ag = agonists of human GLP-1 receptor; P43220; HEK293 GLP-1R CRE-luciferase, luminescence, 4-6 h; cells express a hypersensitive GLP-1R form; Potency, µM (titrated, usually from 45.6 µM), for inactives: at the highest dose activation, usual class: activators; 380,000 tested, 0.007% active; AID 624172; note: potency is the fitted concentration of half-maximal effect; % of control where 0% means no effect
# aSyn rescue = rescues yeast growth from alpha-synuclein toxicity; Potency, µM (doses to about 46.1 µM), for the others: top-dose growth rescue (activation), hits mostly activators; AID 652106; Yeast expressing alpha-synuclein, growth rescue, BacTiter-Glo, 24 h; 370,000 tested, 0.14% active; note: potency is the fitted concentration of half-maximal effect; % of control where 0% means no effect; nearly all actives have a fitted effect of over 65% in size
#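 Readout is rescue of growth in alpha-synuclein-expressing yeast, so inhibitors of toxicity appear as activators. Growth after 24 hr at 30 deg C in galactose medium is quantified by luminescence.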
# D3 ag = D3 dopamine receptor (human) agonism; 410,000 tested, 0.58% active; max activation, %; P35462; AID 652048; D3R DiscoveRx beta-arrestin cells, luminescence, 90 min; in the data active = max activation above about 30%; note: 0% is about no effect; mostly tested at two doses, the higher about 12 µM
#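 Cells at 1500/well, incubated overnight, then treated with pinned compounds (dopamine as control) for 90 min at 37 degrees C. DiscoveRx reagent added for 30 - 60 minutes at room temperature; luminescence read.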
# GLP1R cytotox = cytotoxicity in counter-screen for GLP-1R inverse agonists; HEK293 cAMP-luciferase reporter cells, luminescence, 24 h; Potency, µM (highest dose often 38.3 µM), for the others: at the highest dose activity change, negative = inhibition, most hits filed as inhibitors; 410,000 tested, 0.13% active; AID 624418;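 note: loss of luciferase light is scored as toxicity; potency is the fitted concentration of half-maximal effect; % is set by controls: 0 for no effect and ±100 for the full control effect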
#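 Here, cytotoxicity is scored as loss of luminescence. The MLSMR collection was tested on cells seeded in medium containing 10% Nu serum, with a 24 hr compound exposure preceded by 12 hours of culture.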
# Active calls of the source: *; i = inactive; ? = inconclusive; / = no result given; [ ] = another dose, or the depositor's remark. Unless noted, calls come from the whole dose curve; as a rule, active = well fitted curve in the direction sought with a large enough effect; inconclusive = small, poorly fitted or top-dose-only effect, or another doubt; inactive = no such curve, though single readings can be large; an effect the other way counts as inactive or inconclusive. Some of the compounds tested; rates above refer to the full screens.
# Second line of a record – GLP-1R inv ag	KB-V1 cytotox	GLP1R cytotox	PTHR1 agonist	aSyn rescue	GLP1R ag	D3 ag	D3 antag	TDP43 rescue
- Cc1cc(-n2c(C)cc(C(=O)CSc3nc4ccccc4c(=O)n3Cc3ccco3)c2C)no1
    -1%	?	19%	?	9%	4%	0	2	5%
- CCOC(=O)Cc1csc(SC(C)C(=O)Nc2ccc(NC(C)=O)cc2)n1 (stereo not drawn)
    0%	10%	3%	-7%[57.5 µM]	-7%	-1%	5	-1	1%
- COc1ccc2[nH]c(=O)c(CNc3cc(C)ccc3C)cc2c1
    -38%	-21%	3%	-93%[inhibitor]	5%	19%	-1	15	-11%
- CCOC(=O)COc1ccc(/C=C2\NC(=S)N(CC)C2=O)cc1
    17%	-3%	-2%	-82%[inhibitor]	-10%	4%	-7	-16	-10%
- CC(C)(C)C(=O)C(CO)(Oc1ccc(Cl)cc1)n1cncn1 (stereo not drawn)
    ?	-17%	-7%	i	?	-1%	-1	17	?
- O=C(CNS(=O)(=O)c1ccc(Br)cc1)N1CCOCC1
    0%	6%	-5%	i	4%	-11%	1	5	0%
- Nn1c(SCC(=O)NC(=O)NCc2ccccc2)nnc1C1CC1
    6%	0%	-10%	i	3%	-4%	8	-25	-21%
- c1ccc(Cn2nnc3c(N4CCc5ccccc54)ncnc32)cc1
    17%	18%	-4%	-11%	-1%	-7%	-1	-18	-3%
- O=S(=O)(Nc1ccc(-c2ccc(N3CCCC3)nn2)cc1)c1ccc(OC(F)(F)F)cc1
    ?	-1%	-6%	-2%	/	/	0	/	7%
- Cc1nc2c(C(=O)NCc3ccc4c(c3)OCO4)cnn2c(C)c1Cc1ccc(F)cc1Cl
    0%	-25%	-17%	i	-1%	13%	1	7	-16%
- CCOc1ccc(CCNC(=O)C2CC(C)=CCC2C(=O)O)cc1OCC (stereo not drawn)
    1%	7%	2%	i	-1%	1%	4	2	-4%
- CCOC(=O)c1[nH]c2cc3c(cc2c1CCCN1C(=O)c2ccccc2C1=O)OCCO3
    0%	?	1%	-13%[57.5 µM]	-4%	1%	-2	22	10%
- O=C1CC(c2nnc(Cc3ccc(F)cc3Cl)o2)CN1c1ccccc1 (stereo not drawn)
    -14%	-8%	-9%	-9%	/	/	-1	/	24%
- O=C(/C=C/Nc1ccc(Br)cc1F)c1ccco1
    -71%	?	-4%	-2%	11%	-1%	0	-3	24%
- CCOc1cc(C(=O)N=c2sccn2C)ccc1OC(F)F
    110%[activator]	-7%	1%	-18%	1%	29%	3	4	?

# Entries listed so far that contain an NH in an aromatic ring (two):
# Second line of a record – GLP-1R inv ag	KB-V1 cytotox	GLP1R cytotox	PTHR1 agonist	aSyn rescue	GLP1R ag	D3 ag	D3 antag	TDP43 rescue
- COc1ccc2[nH]c(=O)c(CNc3cc(C)ccc3C)cc2c1
    -38%	-21%	3%	-93%[inhibitor]	5%	19%	-1	15	-11%
- CCOC(=O)c1[nH]c2cc3c(cc2c1CCCN1C(=O)c2ccccc2C1=O)OCCO3
    0%	?	1%	-13%[57.5 µM]	-4%	1%	-2	22	10%

# Next section
# Second line of a record – GLP-1R inv ag	KB-V1 cytotox	GLP1R cytotox	PTHR1 agonist	aSyn rescue	GLP1R ag	D3 ag	D3 antag	TDP43 rescue
- Cc1cccc(NCc2ccc(Br)cc2)n1
    ?	2%	0%	i	8%	17%	-8	7	-11%
- CCOc1ccc(/C=C/C(=O)Nc2ccc(C(N)=O)cc2)cc1OC
    8%	4%	-9%	i	-4%	-3%	2	0	27%
- O=C(CCN1CCCC1)Nc1cccc(Br)c1
    -11%	4%	14%	-10%[57.5 µM]	-4%	-2%	-15	-8	3%
- OCCNc1cc(Cl)ncn1
    14%	-29%	3%	i	-10%	-2%	-3	4	6%
- Cc1ccc(S(=O)(=O)n2ccc3c(OCCOCCSCC(NC(=O)OC(C)(C)C)C(=O)O)cccc32)cc1 (stereo not drawn)
    -21%	?	-2%	-34%[inhibitor]	-2%	0%	12	10	3%
- O=C(CCC1CCCN(Cc2cccc(Cl)c2)C1)NCc1ccccc1F (stereo not drawn)
    ?	?	-7%	i	-1%	2%	-22	-3	14%
- Cc1cc(C)nc(NNS(=O)(=O)c2ccc(Cl)cc2)n1
    5%	0%	-21%	-20%	-1%	1%	-10	0	-19%
- O=C(COC(=O)c1cccc(-n2cnnn2)c1)c1ccccc1
    5%	?	4%	-28%	13%	3%	-4	9	10%
- CCOc1ncccc1C(=O)OCC(=O)N(CC)c1ccccc1
    -4%	-19%	-4%	i	0%	0%	-4	-8	13%
- COc1cccc(/C=C2\Sc3ccc(C(=O)NCc4cccnc4)cc3N(C)C2=O)c1
    -19%	-2%	1%	-23%	9%	15%	-3	-11	-6%
- CN(Cc1ccccc1)C(=O)CN1C(=O)c2ccccc2C1=O
    2%	17%	10%	i	0%	-2%	5	10	?
- COc1ccc(NC(=O)CN(C)S(=O)(=O)c2cccs2)cc1
    2%	-4%	-6%	-12%	2%	-7%	5	-28	10%
- Cc1ccc(S(=O)(=O)NNC2=NS(=O)(=O)c3ccccc32)c(C)c1
    -11%	-1%	?	9%	-3%	6%	-14	0	-12%
- CC(NCC1(N2CCOCC2)CCCCC1)C(=O)N1CCc2ccccc21 (stereo not drawn)
    -27%	2%	-19%	i	-3%	-5%	-12	?	-8%
- CCN(C[C@H]1N[C@@](C)(C(=O)OC)[C@H]2C(=O)N(C)C(=O)[C@@H]12)S(=O)(=O)c1ccc(OC(F)(F)F)cc1
    5%	0%	-3%	-9%	0%	0%	0	35	3%
- CN(C)C(CNC(=O)c1sc2ccccc2c1Cl)c1ccco1 (stereo not drawn)
    ?	1%	2%	i	-3%	15%	-1	?	-1%
- CC(C)n1c(SCc2cc(=O)[nH]c3ccccc23)nc2c1c(=O)n(C)c(=O)n2C
    66%[activator]	5%	-3%	i	-5%	-3%	7	11	-14%
- CC(=O)NC(=S)Nc1ccc2oc(-c3cc(F)c(F)cc3Cl)nc2c1
    -10%	-1%	-15%	i	0%	1%	4	7	17%
- Cc1cccc(C)c1NC(=O)CSc1nc2ccccc2c2nc(CCc3c(C)n[nH]c3C)nn12
    14%	10%	-3%	i	/	/	10	/	18%
- CC1=C(C(=O)Nc2ccccc2)C2(CCCCC2)C(C(N)=O)C(=S)N1 (stereo not drawn)
    29%	?	2%	i	10%	2%	1	1	9%
- O=C1CC(c2ccccc2)CC(O)=C1C=Nc1ccccc1 (stereo not drawn)
    -12%	17%	20%	-7%	15%	-2%	2	-3	22%
- NC(=O)C1CCN(C(=O)c2ccc(F)c(S(=O)(=O)N3CCOCC3)c2)CC1
    33%[activator]	?	7%	i	-1%	-13%	-3	0	-2%
- Cc1c(C)n(CCN(C)C)c2ncnc(NCc3ccccc3)c12
    8%	?	5%	i	1%	9%	-6	1	-14%
- CCOc1ccc(C(=O)Nc2ccc(-c3nnc4n3CCCCC4)cc2)cc1OCC
    10%	?	1%	-11%	/	-2%	-7	/	16%
- S=c1nc[nH]c2c1ncn2-c1ccccc1
    5%	?	-10%	-7%	2%	21%	6	3	1%
- O=C(Cn1nnc2ccccc2c1=O)N[C@@H](Cc1c[nH]c2ccccc12)C(=O)O
    -3%	?	3%	-24%	-1%	-5%	3	7	16%
- O=C(CSc1nnc(CCCN2C(=O)c3cccc4cccc(c34)C2=O)n1-c1ccccc1)NCCCO
    109%[activator]	-2%	4%	-2%	2%	16%	0	3	-10%
- COc1ccccc1C(=O)Oc1cc(C)[nH]c(=O)c1[N+](=O)[O-]
    8%	-20%	0%	11%	-7%	4%	-13	10	-28%
- CCN1CCN(CCn2c(=S)[nH]c3ccccc3c2=O)CC1
    4%	-4%	-4%	?	8%	3%	1	-62*	4%
- CCOC(=O)COn1c(=O)c(-c2ccc(Cl)cc2)[n+]([O-])c2ccccc21
    5%	-6%	18%	-32%[inhibitor]	-1%	-2%	1	0	-1%
- COc1ccccc1C(=O)N/C(=C\c1cn(S(=O)(=O)N(C)C)c2ccccc12)C(=O)NCCCn1ccnc1
    10%	-2%	2%	-4%	-3%	-5%	-14	/	6%
- O=C(COC(=O)C1CCCCC1)Nc1cccc(F)c1
    -22%	7%	-19%	i	-7%	11%	-1	6	3%
- COc1ccc(C(CNC(=O)c2cc3ccccc3cc2OC)N2CCCC2)cc1 (stereo not drawn)
    ?	4.6µM*	-23%	i	10%	-1%	-10	-56*	14%
- CCOc1ccccc1NC(=O)c1ccc2c(c1)C(=O)N(C(C)(C)C)C2=O
    9%	-9%	4%	i	-8%	-6%	2	3	2%
- CCOC(=O)C(CCCCOc1cccc(CC)c1)C(=O)OCC
    ?	4%	-3%	i	-6%	2%	10	-18	11%
- CCOC(=O)C1CCCN(C(=O)COC(=O)c2ccc(C#N)cc2)C1 (stereo not drawn)
    27%	5%	22%	-11%	1%	7%	3	2	-3%
- CC(/C=N/NC(=O)c1cccs1)=C\c1ccccc1
    -5%	-28%	4%	-32%[inhibitor]	3%	14%	9	-5	-9%
- O=[N+]([O-])c1cc(S(=O)(=O)C(F)(F)F)ccc1N1CCN(c2ccccc2)CC1
    5µM*	-24%	-25%	-20%	1%	?	-20	-54*	13%
- O=C(NCCc1ccccc1)C1CCN(S(=O)(=O)N2CCCC2)CC1
    -6%	-1%	34%	i	8%	-3%	-3	-19	0%
- CC(=O)c1ccc(NC(=O)c2cc(-c3ccc(Cl)c(Cl)c3)on2)cc1
    8%	?	4%	i	/	/	6	/	22%
- O=C(N/N=C/c1cc(Br)ccc1O)Nc1ccccc1
    ?	-29%	-6%	-7%	-5%	7%	7	-20	5%
- O=C(CN1C(=O)COc2ccccc21)NCCc1ccc(Cl)cc1
    -22%	/	-2%	-10%	/	/	-3	/	20%
- Cc1cccc(Nc2c([N+](=O)[O-])ccc3nonc23)c1C
    -18%	1%	-29%	i	0%	5%	1	26	10%
